mHTT CaM bind – mutant huntingtin-calmodulin interaction inhibitors – biochemical, AlphaScreen, primary screen | P42858 | AlphaScreen His-mHTT/GST-CaM binding, luminescence | inhibition, % at 15 µM | 3.6% of 190,000 active | AID 1671202, 2021;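 further: 0% = both proteins with DMSO and 100% = one protein alone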
Target sequence (P42858 whole entry, looked up, stated change not applied): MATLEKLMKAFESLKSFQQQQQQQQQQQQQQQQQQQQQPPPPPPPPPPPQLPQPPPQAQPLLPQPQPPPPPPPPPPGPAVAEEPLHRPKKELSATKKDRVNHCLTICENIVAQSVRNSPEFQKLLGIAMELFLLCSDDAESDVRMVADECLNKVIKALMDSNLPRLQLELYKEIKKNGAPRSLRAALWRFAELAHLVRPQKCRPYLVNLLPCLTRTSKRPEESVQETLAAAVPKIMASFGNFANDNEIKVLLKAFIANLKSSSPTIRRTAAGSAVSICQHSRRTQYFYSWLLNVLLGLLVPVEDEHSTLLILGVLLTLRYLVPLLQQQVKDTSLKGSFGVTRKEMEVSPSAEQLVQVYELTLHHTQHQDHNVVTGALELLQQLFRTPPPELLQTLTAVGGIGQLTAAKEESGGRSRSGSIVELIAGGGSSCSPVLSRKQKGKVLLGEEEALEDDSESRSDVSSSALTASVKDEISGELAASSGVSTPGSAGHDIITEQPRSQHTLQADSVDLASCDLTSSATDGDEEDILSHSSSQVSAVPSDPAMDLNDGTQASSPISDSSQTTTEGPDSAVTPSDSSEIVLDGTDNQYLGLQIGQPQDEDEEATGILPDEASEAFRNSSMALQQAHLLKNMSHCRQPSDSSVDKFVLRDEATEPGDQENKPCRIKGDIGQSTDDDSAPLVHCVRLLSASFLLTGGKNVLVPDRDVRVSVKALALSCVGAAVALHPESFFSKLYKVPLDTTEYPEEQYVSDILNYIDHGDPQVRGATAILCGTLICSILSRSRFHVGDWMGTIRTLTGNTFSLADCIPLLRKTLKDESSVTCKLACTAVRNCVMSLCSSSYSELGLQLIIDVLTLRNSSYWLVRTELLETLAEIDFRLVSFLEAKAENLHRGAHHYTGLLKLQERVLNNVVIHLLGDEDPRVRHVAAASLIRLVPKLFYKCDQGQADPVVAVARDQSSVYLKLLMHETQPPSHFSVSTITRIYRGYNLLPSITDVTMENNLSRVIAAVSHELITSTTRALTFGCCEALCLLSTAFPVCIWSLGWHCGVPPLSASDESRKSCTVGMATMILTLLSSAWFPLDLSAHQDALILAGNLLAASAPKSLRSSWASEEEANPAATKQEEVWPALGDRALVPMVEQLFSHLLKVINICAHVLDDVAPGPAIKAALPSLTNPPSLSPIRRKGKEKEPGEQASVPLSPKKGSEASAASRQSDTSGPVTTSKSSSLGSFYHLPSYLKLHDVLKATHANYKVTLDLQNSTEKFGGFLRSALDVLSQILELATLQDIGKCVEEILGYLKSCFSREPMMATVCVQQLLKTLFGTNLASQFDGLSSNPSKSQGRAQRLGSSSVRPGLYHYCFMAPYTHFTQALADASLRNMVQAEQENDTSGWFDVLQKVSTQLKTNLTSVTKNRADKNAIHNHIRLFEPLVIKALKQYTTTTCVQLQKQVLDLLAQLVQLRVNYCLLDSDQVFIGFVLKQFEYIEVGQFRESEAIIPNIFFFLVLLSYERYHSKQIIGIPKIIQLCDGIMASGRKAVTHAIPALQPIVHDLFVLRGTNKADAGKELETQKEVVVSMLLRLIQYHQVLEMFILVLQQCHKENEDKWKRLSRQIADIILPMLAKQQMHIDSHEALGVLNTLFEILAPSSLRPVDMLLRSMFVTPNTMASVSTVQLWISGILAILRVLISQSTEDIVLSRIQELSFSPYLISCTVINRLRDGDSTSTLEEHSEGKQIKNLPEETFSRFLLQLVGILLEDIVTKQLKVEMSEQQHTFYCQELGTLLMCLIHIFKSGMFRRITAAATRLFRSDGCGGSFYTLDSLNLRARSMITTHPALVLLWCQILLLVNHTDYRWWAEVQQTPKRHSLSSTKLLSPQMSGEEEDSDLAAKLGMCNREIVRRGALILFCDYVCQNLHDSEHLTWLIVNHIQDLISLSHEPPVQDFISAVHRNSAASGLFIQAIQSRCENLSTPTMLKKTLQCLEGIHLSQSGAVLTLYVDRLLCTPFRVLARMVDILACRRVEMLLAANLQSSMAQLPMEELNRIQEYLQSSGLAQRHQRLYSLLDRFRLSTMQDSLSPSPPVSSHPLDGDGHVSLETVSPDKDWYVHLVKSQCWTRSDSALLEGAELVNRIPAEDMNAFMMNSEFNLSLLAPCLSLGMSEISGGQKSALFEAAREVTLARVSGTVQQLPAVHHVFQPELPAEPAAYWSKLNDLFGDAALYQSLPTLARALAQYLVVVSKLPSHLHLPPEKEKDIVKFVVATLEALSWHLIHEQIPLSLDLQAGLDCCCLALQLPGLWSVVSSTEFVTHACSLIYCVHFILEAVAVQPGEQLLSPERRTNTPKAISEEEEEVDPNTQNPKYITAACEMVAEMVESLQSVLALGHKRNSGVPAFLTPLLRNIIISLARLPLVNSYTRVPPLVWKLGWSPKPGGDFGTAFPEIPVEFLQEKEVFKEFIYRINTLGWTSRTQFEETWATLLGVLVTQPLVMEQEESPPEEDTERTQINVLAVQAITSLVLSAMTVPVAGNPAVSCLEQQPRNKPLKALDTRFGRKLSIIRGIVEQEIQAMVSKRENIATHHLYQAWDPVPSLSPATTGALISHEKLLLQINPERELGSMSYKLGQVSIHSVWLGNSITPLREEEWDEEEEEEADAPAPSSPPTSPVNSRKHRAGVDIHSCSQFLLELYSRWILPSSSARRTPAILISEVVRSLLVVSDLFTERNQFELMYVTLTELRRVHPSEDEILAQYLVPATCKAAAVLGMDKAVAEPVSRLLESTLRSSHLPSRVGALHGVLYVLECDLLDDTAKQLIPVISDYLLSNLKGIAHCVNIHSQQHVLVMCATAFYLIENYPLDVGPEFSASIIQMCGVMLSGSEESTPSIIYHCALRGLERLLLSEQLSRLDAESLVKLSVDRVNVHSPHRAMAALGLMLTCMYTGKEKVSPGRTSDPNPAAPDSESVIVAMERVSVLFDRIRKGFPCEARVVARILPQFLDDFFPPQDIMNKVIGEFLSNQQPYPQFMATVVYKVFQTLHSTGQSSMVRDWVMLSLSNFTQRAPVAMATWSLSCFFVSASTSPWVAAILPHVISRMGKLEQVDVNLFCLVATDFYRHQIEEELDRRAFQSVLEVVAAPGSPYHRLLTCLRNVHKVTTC
Pf apPOL block – Pf-apPOL inhibitors, biochemical, fluorescence; Recombinant Pf-apPOL, molecular beacon fluorescence, 1.5 h; inhibition, % at 10 µM; 0.25% of 210,000 active
Numbers without * were called inactive; i = inactive; nt = no result given; + = active, no number; & = joins results of further samples. No stated cut-off is given here; in the data, active means inhibition above about 50%; inactive means the rest. This is a subset. The share of hits here may be higher or lower than overall.

SMILES	mHTT CaM bind	Pf apPOL block
COc1cc([N+](=O)[O-])cc2c1NC(c1ccc(Cl)cc1)C1CC=CC21 (stereo unspecified)	38	9
S=c1[nH]nc(-c2ccccn2)n1/N=C/c1cccnc1	+	nt
O=C(CC(NCc1cccnc1)C(=O)O)Nc1cccc(Cl)c1 (stereo unspecified)	-6	-2
O=C(C1CC2CCC1C2)N1CCN(c2ccc(Cl)cc2)CC1 (stereo unspecified)	7	-1
CCOc1cc([N+](=O)[O-])cc(C=Nc2ccc3ncccc3c2)c1O	32	-2
CCC(C(=O)N1CCCCC1CC)c1ccccc1 (stereo unspecified)	-7	-2
COc1cc([N+](=O)[O-])ccc1NC(=O)C1CC(=O)NC(=Nc2ccc(C)cc2)S1 (stereo unspecified)	13	-14
Cc1ccc(NC(=O)CN2C(=O)CC(c3ccc(Cl)cc3)=Nc3cccnc32)cc1	3	-3
COc1ccc(NC(C(=O)O)c2ccccc2)cc1 (stereo unspecified)	nt	6
O=S(=O)(c1ccc2c(c1)CCC2)N1CCCn2nc(-c3cccnc3)cc2C1	1	-2
O=C(CC(C(=O)O)N1CCOCC1)Nc1ccc(F)cc1F (stereo unspecified)	-17	-6
Cc1ccnc(SCC(=O)N2CCc3ccccc3C2)n1	-5	-43
CC(=O)CN1C(=O)C(=O)c2cc(Br)ccc21	6	1
O=S(=O)(c1cc(Br)ccc1Br)N1CCCc2ccccc21	-60	-3
O=C(NC(=Nc1nc2ccccc2o1)NC(=O)c1ccccc1)c1ccccc1	3	-37
CCC(C)NC(=O)C1c2cc(OC)c(OC)cc2C(=O)N(C)C1c1ccc(OC)c(OC)c1 (stereo unspecified)	-3	-8
CCCS(=O)(=O)N1CCC(n2c(-c3ccsc3)nc3cccnc32)C1 (stereo unspecified)	1	-3
Cc1ccc(-n2nc3c(c2NC(=O)c2cccc(C)c2)CS(=O)(=O)C3)cc1	10	-6
O=C(Nc1ccc(Cl)cc1)C1CCN(c2cnc(N3CCCCC3)nc2)CC1	2	-5
COc1ccc(NC(=O)C2CCCN(c3cnn(Cc4ccccc4)c(=O)c3)C2)cc1 (stereo unspecified)	16	-4
COc1ccccc1NC(=O)CSc1nnnn1-c1ccccc1OC	-1	-4
C=CCn1cnc2scc(-c3ccc(Br)cc3)c2c1=O	-11	0
COCCNC(=O)c1cn(CCOC)c(=O)c2c1c1ccccc1n2C	2	3
CSc1nc(N2CCCCC2)c2c(c1C#N)CCCC2	-10	-2
COc1ccc(-c2cnnn2-c2ccc(NC(=O)c3cc4ccccc4oc3=O)cc2)cc1	5	-4
CS(=O)(=O)N1CCC(n2cnc3ccc(F)cc3c2=O)CC1	-8	-1
CSc1ccc(CNC(=O)C2CCN(Cc3cn(C)c4ccc(Cl)cc34)CC2)cc1	28	7
Cc1ccc(NC(=O)CC2SC(=N)NC2=O)c(Br)c1 (stereo unspecified)	-2	-14
COc1cc(C(=O)N2CCC(c3ccncc3)CC2)cc(OC)c1OC	-1	-3
CC(C)(C)NC(=O)N1CCC(CNC(=O)C(=O)Nc2cc(F)ccc2F)CC1	-8	-5
COCCNC(=O)Cc1ccc(NC(=O)c2ccsc2)cc1	-11	-7
N/C(=N\OC(=O)Oc1ccccc1)c1cccc([N+](=O)[O-])c1	i	2
Cc1nn2c3ccccc3nc2n1CCN1CCOCC1	-2&-6	3&-3
CCOC(=O)c1sc(NN=Cc2ccccc2Cl)c2c1CC(C)(C)CC2=O	nt	2&-9
CCOc1ccc(CCNC(=O)c2ccc3c(c2)NC(=O)C2CCCCN32)cc1OCC (stereo unspecified)	4	-6
Cc1cccc(-n2c(=O)c3ccccc3n(C(C)C(=O)O)c2=O)c1 (stereo unspecified)	-2	0
O=C(NCc1ccccn1)c1ccc2c(c1)OCO2	100*	-1
CCOc1ccc2oc(C)c(C(=O)Nc3ccc(N(C)C(C)=O)cc3)c2c1	6	-12
CCOc1ccc(Nc2nc(-c3ccccn3)cs2)cc1	99*	-3
COc1cccc(CC2CC(=O)N(CCc3ccc4c(c3)OCO4)C2=O)c1 (stereo unspecified)	-10	2
COc1ccc2c(c1)C(=NO)c1cc(OC)ccc1-2	26	3
N#Cc1nc(-c2ccccc2F)oc1N1CCN(C(=O)c2cccs2)CC1	-3	-6
COc1ccc(OC)c(COCC(O)CNC(C)(C)CO)c1 (stereo unspecified)	-10	-10
O=S(=O)(Nc1cc(Cl)c(O)c(Cl)c1Cl)c1ccc(Cl)cc1	7	-10
Cc1cccc(OCc2noc(Cc3ccccc3)n2)c1	-131	-2
CCC(=O)OCCCN1C(=O)CCC12CCC(c1ccccc1)CC2 (stereo unspecified)	31	-9
CCCN(CCC)S(=O)(=O)c1ccc2c(c1)CC(C)N2C(=O)CC (stereo unspecified)	-3	10
CCC12CN(S(=O)(=O)c3ccccc3)CC(CC)(CN(S(=O)(=O)c3ccccc3)C1)C2=O	-2	-1
O=C(NC(=O)c1csnn1)Nc1nc2ccccc2s1	nt	-4
COc1ccc([N+](=O)[O-])cc1C1=N/C(=C/c2sccc2C)C(=O)O1	9	-6

Further results
SMILES	mHTT CaM bind	Pf apPOL block
COc1ccc(C(=O)N2CCCC2c2nc(-c3cccc(C)c3)no2)cn1 (stereo unspecified)	4	-2
COc1cccc(/C=C2\N=C(c3ccc(NC(C)=O)cc3)OC2=O)c1	14	-1
CCc1ccc(O)c(N=Cc2cc(I)ccc2O)c1	54*	14
Cn1ncc(N2CCC(C(=O)NC3CC3)CC2)cc1=O	-4	-3
Cc1ccccc1C(=O)N1CCN(c2ccc(Cl)cc2)C(=O)C1C (stereo unspecified)	-6	-4
COc1ccc(C(=O)N2CCC(c3nc(C4CC4)n[nH]3)CC2)c(C)c1	-10	6
CCCc1nnc(NC(=O)C2CC(=O)N(CCc3c[nH]c4ccc(C)cc34)C2)s1 (stereo unspecified)	18	2
COc1cc(/C=C/C(=O)NCCc2cc3cc(C)c(C)cc3[nH]c2=O)cc(OC)c1OC	46	-6
Cc1ccnc(NC(=O)C2Oc3ccccc3OC2C)c1 (stereo unspecified)	-5	1
CCN1c2ccc(Cl)cc2C(=O)NC12CCN(C(=O)NCc1ccccc1)CC2	-9	0
CC1(C)CCC(=O)N2CC[C@H]3C[C@H](OC(=O)Nc4ccc5c(c4)OCO5)C[C@@H]1[C@H]32	11	-6
CCCCC(=O)Nc1cccc(C)c1C	-8	-1
Cc1ccccc1-n1c(SCC(=O)Nc2ccc(C(F)(F)F)cc2)nc2[nH]ncc2c1=O	25	-22
O=C(O)CCC(=O)Nc1ccc(C(=O)Nc2ccccc2C(=O)O)cc1	17	-4
Cc1ccc(CNC(=O)c2cc3n(n2)CCCN(Cc2cccc(F)c2)C3=O)o1	1	0
CCCn1c(CCNC(=O)c2ccc(OC)c(OC)c2)nc2ccccc21	-2	1
CCN(CC)c1cc(C)c2cc(NC(=O)/C=C/c3ccc4c(c3)OCO4)ccc2n1	20	-8
Cc1ccc(CNC(=O)c2cccc(N3CCNC(c4ccccc4)C3)n2)cc1 (stereo unspecified)	58*	-17
CCCOc1ccc(Oc2nc(NCC)nc(NC(C)C)n2)nn1	9	-4
COc1ccc(OC)c(-c2nnc(SCC(=O)NC3CCCCC3)o2)c1	2	-5

Shown with bars between the fields: entries from further up.
Compound | mHTT CaM bind | Pf apPOL block
COc1ccc(C(=O)N2CCCC2c2nc(-c3cccc(C)c3)no2)cn1 (stereo unspecified) | 4 | -2
COc1cccc(/C=C2\N=C(c3ccc(NC(C)=O)cc3)OC2=O)c1 | 14 | -1
CCc1ccc(O)c(N=Cc2cc(I)ccc2O)c1 | 54* | 14
Cn1ncc(N2CCC(C(=O)NC3CC3)CC2)cc1=O | -4 | -3
Cc1ccccc1C(=O)N1CCN(c2ccc(Cl)cc2)C(=O)C1C (stereo unspecified) | -6 | -4
COc1ccc(C(=O)N2CCC(c3nc(C4CC4)n[nH]3)CC2)c(C)c1 | -10 | 6
CCCc1nnc(NC(=O)C2CC(=O)N(CCc3c[nH]c4ccc(C)cc34)C2)s1 (stereo unspecified) | 18 | 2
COc1cc(/C=C/C(=O)NCCc2cc3cc(C)c(C)cc3[nH]c2=O)cc(OC)c1OC | 46 | -6
Cc1ccnc(NC(=O)C2Oc3ccccc3OC2C)c1 (stereo unspecified) | -5 | 1
CCN1c2ccc(Cl)cc2C(=O)NC12CCN(C(=O)NCc1ccccc1)CC2 | -9 | 0
CC1(C)CCC(=O)N2CC[C@H]3C[C@H](OC(=O)Nc4ccc5c(c4)OCO5)C[C@@H]1[C@H]32 | 11 | -6
CCCCC(=O)Nc1cccc(C)c1C | -8 | -1
Cc1ccccc1-n1c(SCC(=O)Nc2ccc(C(F)(F)F)cc2)nc2[nH]ncc2c1=O | 25 | -22
O=C(O)CCC(=O)Nc1ccc(C(=O)Nc2ccccc2C(=O)O)cc1 | 17 | -4
Cc1ccc(CNC(=O)c2cc3n(n2)CCCN(Cc2cccc(F)c2)C3=O)o1 | 1 | 0
CCCn1c(CCNC(=O)c2ccc(OC)c(OC)c2)nc2ccccc21 | -2 | 1
CCN(CC)c1cc(C)c2cc(NC(=O)/C=C/c3ccc4c(c3)OCO4)ccc2n1 | 20 | -8
Cc1ccc(CNC(=O)c2cccc(N3CCNC(c4ccccc4)C3)n2)cc1 (stereo unspecified) | 58* | -17
CCCOc1ccc(Oc2nc(NCC)nc(NC(C)C)n2)nn1 | 9 | -4
COc1ccc(OC)c(-c2nnc(SCC(=O)NC3CCCCC3)o2)c1 | 2 | -5

Following part:
SMILES	mHTT CaM bind	Pf apPOL block
O=C(C1c2ccccc2CCN1C(=O)C1CC1)N1CCN(c2ccccc2)CC1 (stereo unspecified)	6	-2
COC(=O)C(C)Oc1ccc2c(c1)OC(=Cc1c(Cl)cccc1Cl)C2=O (stereo unspecified)	3	6
CCCCNC(=O)C1CCc2sc(C(=O)N3CCOCC3)cc2C1 (stereo unspecified)	1	-7
O=c1[nH]c2c(s1)C1c3cc([N+](=O)[O-])ccc3OCC1CS2 (stereo unspecified)	43	14
O=C(Nc1ccc(Br)cn1)c1ccc(Cl)cc1	-4&-9	10&-5
CSc1ccc(/C=c2\sc3nc(=O)c(Cc4ccccc4)nn3c2=O)cc1	-1	0
CCOc1ccc(Nc2cc(C(=O)N3CCOCC3)nc3ccc(C)cc23)cc1	16	-21
CC(=O)Nc1c2c(nn1-c1cccc(Cl)c1)CS(=O)(=O)C2	-1	-2
O=C(CSc1ncccn1)NCCc1ccccc1	5	-9
CN(CC(=O)NCc1ccncc1)S(=O)(=O)c1ccc(Br)cc1	-1	1
COc1cc(-c2nc(C=Nc3cccc(F)c3)c(O)o2)cc(OC)c1OC	14	-2
CC12C=CC3(CN(Cc4ccccc4)C(=O)C3C1C(=O)NCc1cccs1)O2 (stereo unspecified)	2	1
CSc1nc2nc(C)cc(C)n2n1	-4	-2
COc1ccc(/C=C/C2=NC(=C\c3cccc(Cl)c3Cl)/C(=O)O2)cc1	0	-4
O=C(NCc1ccc(Cl)cc1)c1ccc2nc3ccc(Cl)cc3c(=O)n2c1	5	-4
Cc1ccc2c(c1)N(C(=O)Nc1ccccc1)CC(C)O2 (stereo unspecified)	3	-6
O=C(Nc1cccnc1)c1ccccc1[N+](=O)[O-]	6	-1
CCC(=O)N1CCc2cc(N3CC(C(=O)Nc4cccc(OC)c4)CC3=O)ccc21 (stereo unspecified)	17	-6
O=C(Nc1ccc2nncn2c1)Nc1cc(F)ccc1F	-5	2
CCCOc1ccc(-c2noc(-c3cccs3)n2)cc1	-8	-6
CN(C)c1ccc(NCc2ccccn2)cc1	nt	10
COc1ccc(Cl)cc1C(=O)Nc1cccc2nsnc12	-7	-1
CCc1ccc(N2CC(C(=O)Nc3ccc(N(C)C)cc3)CC2=O)cc1 (stereo unspecified)	-7	-2
Cc1cc(C(O)=C2C(=O)C(=O)N(Cc3cccnc3)C2c2ccncc2)ccc1OCC(C)C (stereo unspecified)	-6	-2
Cc1ccc(C2CCC3(CCC(=O)N3CCO)CC2)cc1 (stereo unspecified)	-8	-4
Cc1cccc(N=Cc2cc3c(cc2[N+](=O)[O-])OCO3)c1	86*	2
Cc1cc(C2CCCN2C(=O)c2cc(-c3ccccc3)on2)on1 (stereo unspecified)	-2	3
O=C(COC(=O)c1ccc(S(=O)(=O)NCc2ccco2)cc1)c1ccc(Cl)cc1	17	0
O=C(C1c2ccccc2CCN1C(=O)C1CC1)N1CCN(C2CCCCC2)CC1 (stereo unspecified)	-4	1
O=C(Nc1ccc2c(c1)OCCO2)c1cccs1	-10	-3
CN(C)c1ncncc1N1CCC(C(=O)N2CCC(N3CCCCC3)CC2)CC1	3	7
C=CCSc1nnc2c(n1)OC(C(=O)c1ccccc1)Nc1ccccc1-2 (stereo unspecified)	46	8
COc1ccc(C(=O)Nc2ccc(-c3nc4ncccc4o3)cc2)cc1	4&2	-1&-3
Cc1ccc2c(c1)-c1ccccc1S(=O)(=O)N2S(=O)(=O)c1ccccc1	5	3
CCCCOC(=O)Nc1cccc(Cl)c1C	-47	-5
Cc1sc2c(=O)n(C3CC3)cnc2c1C(=O)NCc1ccc(F)cc1	-2	7
O=C(NN1C(=O)c2ccccc2C1=O)c1cccc(Br)c1	1	-3
Cn1c(C2CCN(C(=O)Nc3ccc(F)cc3)C2)nc2cccnc21 (stereo unspecified)	0	-1
COc1ccc(S(=O)(=O)N(CC(=O)Nc2cccc(F)c2)Cc2ccccc2)cc1	7	-7
Cc1ccccc1NC(=O)Cn1cc2c(n1)CCCCC2	2	-7
O=[N+]([O-])c1ccc(C2SCCN2S(=O)(=O)c2ccccc2)cc1 (stereo unspecified)	8	-3
O=[N+]([O-])c1ccc(-c2nn[nH]n2)cc1	nt	0
Cc1ccccc1CCNC(=O)C1CCN(c2nc3cccnc3s2)CC1	-2	-5
COc1ccc(C2C=C(c3cccs3)Nc3nnnn32)c(OC)c1 (stereo unspecified)	11	-13
Cn1c(=O)c2c(nc(Br)n2CCSc2nc3ccccc3o2)n(C)c1=O	-3	3
COc1ccc(S(=O)(=O)N2CCC(C(=O)Nc3nccs3)CC2)cc1	-5	-1
Cc1cccc(CC(=O)N2CCCC(OCc3nc(C4CC4)no3)C2)c1 (stereo unspecified)	-4	1
COc1ccc(-c2ncccc2CNC(=O)CC2CCCC2)cc1	-4	-6
O=C(Nc1cccnc1Cl)c1nsc(Cl)c1Cl	-9	2
Cc1noc(C)c1S(=O)(=O)NCc1cc(F)cc2c1OCOC2	nt	-9
